F508del corr: CFTR F508del correction in bronchial cells; hit rate 0.36% among 350,000; activity (quench increase), % at 7.58 µM; CFBE cells, YFP halide quenching; stimulated with forskolin plus potentiator P3; % fluorescence drop versus neutral controls;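 active means mean added fluorescence quench of at least 8% versus neutral control, with both replicates also reaching 8%; inconclusive means only one of the mean or replicate conditions met; inactive means mean below 8% and not both replicates reaching 8%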;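 further: cells transiently co-express mutant CFTR-F508del with the halide-sensitive YFP; corrector assay measuring rescue of mutant channel to the surface after 24 h compound exposure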
GSIS activator: primary screen for activators of insulin secretion dependent on glucose, INS-1E cells, GLuc reporter luminescence; INS-1E GLuc reporter insulin secretion, 2-3 h; activation, % at 16.6 µM; hit rate 0.61% among 370,000;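 active means lowest replicate activation of at least 40%, so every replicate reaches that level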;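 further: 0% = median of neutral control wells and 100% = median of IBMX positive control wells; some compounds called inactive have numbers as strong as hits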
PglD DTNB: blocks C. jejuni PglD acetyltransferase activity | hit rate 0.098% among 360,000 | AID 602405 | inhibition, % at 12.5 µM | purified PglD enzyme, DTNB colorimetric CoA detection; in the data active means inhibition above about 16%, passing the limit was not always enough; inconclusive means no clear call, values can overlap the other calls; further: strong numbers were not always called active
PGC1a acetyl inh: lowers PGC1a acetylation signal in U2OS cells | AlphaScreen anti-acetyl-lysine; with virally co-expressed GCN5 acetyltransferase | inhibition, % at 15.6 µM | hit rate 0.17% among 350,000;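 active means every replicate shows inhibition of at least 40%; inconclusive means mean inhibition at least 40% but some replicate below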;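 further: 0% = neutral control wells and 100% = positive control wells; some results beyond the cut were filed as inactive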
Statin myotox sup: suppressors of simvastatin-induced myotoxicity in C2C12 myotubes; ATP luminescence, 48 h; scaled: DMSO 0, geranylgeraniol control 100; rescue of ATP level, % at 7.49 µM; hit rate 0.78% among 330,000; AID 602340;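 active means mean ATP rescue above about 67%, or every replicate alone reaching that limit, limit read from the data, passing the limit was not always enough; inconclusive means no clear call, values can overlap the other calls; inactive means mean under the limit and some replicate under it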;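 further: myotubes were challenged with 10 µM simvastatin during compound exposure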
Cneo AK release: Cryptococcus neoformans lysis via adenylate kinase release; C. neoformans lysis, adenylate kinase release luminescence, 4 h; normalised: neutral wells 0, clomiphene wells 100; lysis activity, % at 15 µM; AID 651654; hit rate 0.2% among 360,000;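 active means mean lysis activity across replicates of at least 80%, whatever share of replicates individually reach that level; inactive means mean lysis activity below 80%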
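Assay system: Cryptococcus neoformans yeast cells / Dosing: single-point compound dose / Timing: 4 h at 37 °C static, read 1 h later / Measured by: luminescence of released adenylate kinase using an AK detection reagent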
miR122 inh: blocks miR-122 activity in Huh7 sensor cells; Huh7 miR-122 Renilla luciferase sensor, 48 h; neutral wells = 0, positive control = 100; activation (reporter increase), % at 12.5 µM; hit rate 0.3% among 340,000; AID 602342;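 active means mean replicate activation score at least 90 and every replicate individually at or above 90; inconclusive means only one of the two criteria met; inactive means neither criterion met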;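 further: higher luciferase means less miR-122 activity so hits act as miR-122 inhibitors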
FN deposit inh: fibronectin deposition inhibition | hit rate 0.086% among 350,000 | inhibition, % at 12.6 µM | AH1F fibroblasts, Alexa488-fibronectin deposition fluorescence, overnight;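 active means mean inhibition across replicates of 30% or more, regardless of how many single replicates reach that level; inconclusive means mean under 30% yet at least half of replicates reach 30%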;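 further: positive control wells lacked labelled fibronectin entirely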
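Measured by – fluorescence 485/525 nm · System – AH1F fibroblast monolayer, labelled fibronectin deposition · Amount – 10000 cells per well · Buffer or medium – serum-reduced DMEM (2% serum) · Doses – single dose, pinned · Also added – fluorescent fibronectin at 24 nM final · Schedule – 1 h cell attachment, overnight exposure to compound and label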
The depositor's hits bear a star; & = joins results of further samples; [ ] = dose if it differs, or a comment. No enrichment for hits (roughly 2.1% active in at least one column).

Screening O=C(O)c1ccc(-c2ccccc2C(F)(F)F)o1 returned GSIS activator -2, PglD DTNB 0, PGC1a acetyl inh -2, Statin myotox sup 7, Cneo AK release 1 and miR122 inh 2.
For C[C@@H]1CN([C@H](C)CO)S(=O)(=O)c2ccc(-c3cccnc3)cc2O[C@@H]1CN(C)C(=O)c1cccc(F)c1 the results were F508del corr -4.5, GSIS activator -1, PglD DTNB 0, PGC1a acetyl inh 9, Statin myotox sup -13, Cneo AK release 0, miR122 inh 0[16.7 µM] and FN deposit inh 0.
Screening C[C@@H]1CN([C@@H](C)CO)C(=O)Cc2cc(NC(=O)NC3CCCCC3)ccc2O[C@@H]1CN(C)C(=O)Nc1ccc2c(c1)OCO2 returned F508del corr -3.5, GSIS activator 14, PglD DTNB 0, PGC1a acetyl inh -11, Statin myotox sup -5, Cneo AK release -3 and miR122 inh -2[16.7 µM].
Screening COc1cccc(CN2CCN(C(=O)C3CCC(=O)N(C4CCCC4)C3)CC2)c1 (stereo not drawn) returned F508del corr -4.2, GSIS activator -4, PglD DTNB -5, PGC1a acetyl inh 6, Statin myotox sup -6, Cneo AK release -4, miR122 inh 1 and FN deposit inh 20.
`O=C(COC(=O)Cc1c(F)cccc1Cl)NC(=O)Nc1ccccc1F` gave F508del corr 1.2, PglD DTNB -1, PGC1a acetyl inh 5, Statin myotox sup 0, Cneo AK release 2, miR122 inh -3 and FN deposit inh -9.
Screening COc1cc2c(cc1OC)C(c1cccc([N+](=O)[O-])c1)NC(=O)C2 (stereo not drawn) returned F508del corr -2.7, GSIS activator 70*, PGC1a acetyl inh -1 and FN deposit inh -36.
Screening COc1ccc(NC(=O)Nc2ccc3c(c2)C(=O)N([C@H](C)CO)C[C@H](C)[C@H](CN(C)C(=O)Nc2ccc(F)cc2)OCCCC[C@@H](C)O3)cc1 returned F508del corr -0.5, GSIS activator -18, PglD DTNB -1, PGC1a acetyl inh -1, Statin myotox sup -10, Cneo AK release 52, miR122 inh 5[16.7 µM] and FN deposit inh -5.
Screening CN(C)c1nc(-c2cccnc2)nc(-c2ccc(Cl)cc2)c1C#N returned F508del corr -1.0, GSIS activator 4, PglD DTNB -1, PGC1a acetyl inh 20, Statin myotox sup -2, Cneo AK release 9, miR122 inh -5 and FN deposit inh -3.
`CC(=O)N1CCN(c2ccc(NC(=O)C(c3ccccc3)c3ccccc3)cc2)CC1` gave F508del corr -2.9, PglD DTNB 4, PGC1a acetyl inh -10, Statin myotox sup 2, Cneo AK release 1, miR122 inh -11 and FN deposit inh 0.
Screening COc1ccccc1C(=O)Nc1ccc(N2CCCCC2)cc1 returned GSIS activator -3, PglD DTNB -1, PGC1a acetyl inh -7, Cneo AK release -12 and miR122 inh 14.
For CS(=O)(=O)Nc1ccc2c(c1)[C@H]1C[C@H](CC(=O)NCc3ccccc3)O[C@H](CO)[C@H]1O2 the results were F508del corr 0.6, GSIS activator -1&4, PglD DTNB -6, Statin myotox sup 9, Cneo AK release -2, miR122 inh -3 and FN deposit inh -5&6.
Screening Cn1cccc1CC(=O)NNC(=S)Nc1ccc(F)cc1 returned GSIS activator 7, PGC1a acetyl inh -2, Cneo AK release 2, miR122 inh -1 and FN deposit inh 2.
Screening CCCCOCCCNC(=O)c1ccc2c(c1)OCO2 returned GSIS activator 4, PglD DTNB 3, PGC1a acetyl inh -3, Statin myotox sup 10, Cneo AK release -1, miR122 inh 2 and FN deposit inh 2.
Screening CCS(=O)(=O)NCC[C@H]1CC[C@@H](NC(=O)C2CCC2)[C@H](CO)O1 returned F508del corr -0.6, GSIS activator 13, PglD DTNB 0, PGC1a acetyl inh 12, Statin myotox sup -1, Cneo AK release -1 and FN deposit inh -5.
`COc1cccc(CNC(=O)C[C@H]2C=C[C@@H](NC(=O)C3CCC3)[C@H](CO)O2)c1` gave F508del corr -0.1, GSIS activator 5, PGC1a acetyl inh 7 and Statin myotox sup 4.
`CCOC(=O)[C@H]1[C@H]2COc3ccc(C)cc3[C@@H]2N2C(=O)c3ccc(Cl)cc3NC(=O)[C@@]12C` gave F508del corr 2.2, GSIS activator -13, PglD DTNB -6, PGC1a acetyl inh -8, Statin myotox sup 6, Cneo AK release -2, miR122 inh -5 and FN deposit inh -7.
Screening CCOC(=O)N1CCN(c2nc3ccc(C(=O)c4ccccc4)cc3n3cnnc23)CC1 returned F508del corr 3.8, GSIS activator 26, PglD DTNB 8, PGC1a acetyl inh 6, Cneo AK release 1 and FN deposit inh 8.
For CC1(C(=O)NC2CCCCC2)CCC(=O)N1Cc1cccnc1 (stereo not drawn) the results were F508del corr -0.9, GSIS activator 8, PglD DTNB 2, PGC1a acetyl inh 21, Statin myotox sup -1, Cneo AK release 6, miR122 inh 5 and FN deposit inh 22.
Cc1noc(C)c1NC(=O)Nc1cccc2c1O[C@H](CN(C)C(=O)NC(C)C)[C@@H](C)CN([C@@H](C)CO)C2=O was read as F508del corr 1.8, GSIS activator 14, PglD DTNB 0, PGC1a acetyl inh -1, Statin myotox sup 17, Cneo AK release 0 and miR122 inh 8[16.7 µM].
`CCc1cccc(NC(=O)CCNS(=O)(=O)c2cc(Br)cnc2N)c1` gave F508del corr 0.5, GSIS activator -6, PglD DTNB 2, PGC1a acetyl inh -3, Statin myotox sup 8, Cneo AK release 7, miR122 inh inconclusive and FN deposit inh -5.

Next section, starting with the last four of the part before.
Screening CCOC(=O)N1CCN(c2nc3ccc(C(=O)c4ccccc4)cc3n3cnnc23)CC1 returned F508del corr 3.8, GSIS activator 26, PglD DTNB 8, PGC1a acetyl inh 6, Cneo AK release 1 and FN deposit inh 8.
For CC1(C(=O)NC2CCCCC2)CCC(=O)N1Cc1cccnc1 (stereo not drawn) the results were F508del corr -0.9, GSIS activator 8, PglD DTNB 2, PGC1a acetyl inh 21, Statin myotox sup -1, Cneo AK release 6, miR122 inh 5 and FN deposit inh 22.
Cc1noc(C)c1NC(=O)Nc1cccc2c1O[C@H](CN(C)C(=O)NC(C)C)[C@@H](C)CN([C@@H](C)CO)C2=O was read as F508del corr 1.8, GSIS activator 14, PglD DTNB 0, PGC1a acetyl inh -1, Statin myotox sup 17, Cneo AK release 0 and miR122 inh 8[16.7 µM].
`CCc1cccc(NC(=O)CCNS(=O)(=O)c2cc(Br)cnc2N)c1` gave F508del corr 0.5, GSIS activator -6, PglD DTNB 2, PGC1a acetyl inh -3, Statin myotox sup 8, Cneo AK release 7, miR122 inh inconclusive and FN deposit inh -5.
Screening CC[C@H]1OC(=O)[C@H](C)[C@@H](O[C@H]2C[C@@](C)(OC)[C@@H](O)[C@H](C)O2)[C@H](C)[C@@H](O[C@@H]2O[C@H](C)C[C@H](N(C)C)[C@H]2O)[C@](C)(OC)C[C@@H](C)C(=O)[C@H](C)[C@@H](O)[C@]1(C)O returned F508del corr 4.0, PglD DTNB 7, PGC1a acetyl inh -8, Statin myotox sup 7, Cneo AK release 2, miR122 inh -5 and FN deposit inh 2.
Screening C[C@H]1CCCCO[C@H](CN(C)Cc2ccc(Cl)c(Cl)c2)[C@@H](C)CN([C@@H](C)CO)C(=O)c2cc(NS(C)(=O)=O)ccc2O1 returned F508del corr 3.1, GSIS activator -10, PglD DTNB -1, Statin myotox sup 29, Cneo AK release 1 and miR122 inh 0[16.7 µM].
Screening CN(C)CC#Cc1ccc([C@H]2[C@H](CO)N3CCCCN(C(=O)CN(C)C)C[C@@H]23)cc1 returned F508del corr -2.2, GSIS activator 8, PglD DTNB -5, PGC1a acetyl inh 1, Statin myotox sup 7, Cneo AK release -3 and miR122 inh 58[16.7 µM].
For O=C(CCNc1ccc(Cl)c(C(F)(F)F)c1)c1ccco1 the results were PglD DTNB 3, PGC1a acetyl inh -3, Statin myotox sup 1, Cneo AK release 0, miR122 inh -4 and FN deposit inh -15.
For Cc1cccc(OCC(=O)N/N=C\c2cc3c(cc2[N+](=O)[O-])OCO3)c1C the results were GSIS activator -24, PglD DTNB -4, PGC1a acetyl inh 4, Statin myotox sup 5, Cneo AK release -1 and miR122 inh -3.
For Cc1onc(-c2ccccc2Cl)c1C(=O)Nc1nnc(-c2ccc(F)cc2)s1 the results were F508del corr 4.7, GSIS activator -29, PglD DTNB -1, PGC1a acetyl inh 25, Statin myotox sup -12, Cneo AK release 1, miR122 inh 0 and FN deposit inh 8.
For CCS(=O)(=O)C1=NN2C(=N)/C(=C\c3ccc(OCCOc4cccc(OC)c4)c(OC)c3)C(=O)N=C2S1 the results were F508del corr 0.4, PglD DTNB 2, PGC1a acetyl inh -24, Statin myotox sup -1, Cneo AK release 0 and FN deposit inh -13.
COc1ccc(NC(=O)N[C@H]2CC[C@@H](CCn3cc(C4(O)CCCC4)nn3)O[C@@H]2CO)cc1 was read as F508del corr -0.2, GSIS activator -7, PglD DTNB -1, PGC1a acetyl inh 9, Statin myotox sup -1, Cneo AK release 0 and FN deposit inh 2.
For CCC(=O)N1CC[C@@H]2[C@H](CO)Nc3ccc(-c4cccc(C#N)c4)cc3[C@@H]21 the results were F508del corr -0.6, GSIS activator 1, PglD DTNB -2, PGC1a acetyl inh 0, Statin myotox sup 2, Cneo AK release -1, miR122 inh 11[16.7 µM] and FN deposit inh 9.
Screening CC(=O)Nc1ccc(S(=O)(=O)N2CCC(C(=O)NCc3ccncc3)CC2)cc1 returned F508del corr 0.9, GSIS activator 3, PglD DTNB -2, PGC1a acetyl inh 7, Statin myotox sup 3, Cneo AK release -1, miR122 inh -7 and FN deposit inh -5.
O=S(=O)(N[C@H]1CC[C@@H](CCn2cc(C3(O)CCCC3)nn2)O[C@@H]1CO)c1ccccc1 was read as F508del corr -0.8, GSIS activator -13, PglD DTNB -2, PGC1a acetyl inh -4, Statin myotox sup 3 and Cneo AK release 2.
Screening C#CCSc1nsc(SCC#C)c1C#N returned PglD DTNB -2, PGC1a acetyl inh -30, Statin myotox sup 57, Cneo AK release -1 and miR122 inh -3.
`COc1ccc(S(=O)(=O)N(C)C[C@H]2Oc3ccc(NS(=O)(=O)c4cn(C)cn4)cc3C(=O)N([C@@H](C)CO)C[C@H]2C)cc1` gave F508del corr -1.1, GSIS activator 16, PGC1a acetyl inh 14 and miR122 inh 6[16.7 µM].
`Cc1cc(C(=O)COc2ccccc2C(N)=O)c(C)n1CC1CCCO1` (stereo not drawn) gave F508del corr 0.3, GSIS activator -34, PglD DTNB -7, PGC1a acetyl inh 15, Statin myotox sup -31, Cneo AK release 3, miR122 inh -5 and FN deposit inh -8.
For C/C=C/c1ccc2c(c1)[C@@H]1[C@@H](CCN1S(=O)(=O)c1ccccc1C)[C@H](CO)N2 the results were F508del corr 0.8, GSIS activator 16, PGC1a acetyl inh -18 and FN deposit inh -3.
Screening CCCCNC1C(CC)C(CCC)C(C#N)(C#N)C1(C#N)C#N (stereo not drawn) returned PglD DTNB -10, PGC1a acetyl inh 0, Statin myotox sup -12, Cneo AK release -2 and miR122 inh 0.
C[C@H](NC(=O)[C@@H]1[C@@H](CO)[C@@H]2Cn3c(cccc3=O)[C@H]1N2Cc1ccncc1)c1ccccc1 was read as F508del corr 0.2, GSIS activator 29, PglD DTNB -5, PGC1a acetyl inh 5, Statin myotox sup 1, Cneo AK release 0 and miR122 inh 1[16.7 µM].

Screening data as filed in PubChem BioAssay.
